Screening results from PubChem.
GPR35 arrestin U2OS: GPR35 antagonists blocking zaprinast-driven arrestin recruitment, primary screen, imaging, U2OS, beta-arrestin-GFP, zaprinast agonist (AID 2058) | inhibition, % at 10 µM, or IC50 in µM where a hit was titrated | G-protein coupled receptor 35 (Homo sapiens) | U2OS GPR35 beta-arrestin-GFP translocation imaging, zaprinast antagonism; higher % means a stronger effect | 290,000 compounds, 0.052% hits;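 active = inhibition of at least 50% with at least 30 cells and total cytoplasm GFP at most 10,000,000; inconclusive = under 30 cells or total GFP of 10,000,000 plus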
RSV antiviral HEp-2: RSV antiviral activity via CPE protection, HEp-2 cells, primary 10 µM value included (AID 2391). 310,000 compounds, 0.13% hits. HEp-2 cells, RSV-induced CPE inhibition; higher % means a stronger effect. CPE inhibition, % at 10 µM, or IC50 in µM where a hit was titrated; in the data active = a potency from the dose series; inconclusive = CPE inhibition mostly from about 23% at the one dose, without a potency; inactive = the rest, 99 in 100 with CPE inhibition below about 21%; also: strong numbers were not always called active
Rac1 GTP hydrolysis: MgcRacGAP GTPase-activating activity inhibitors, confirmation, biochemical, ADP Hunter fluorescence; inhibition, % at 30 µM; hits with a dose series show IC50 in µM; MgcRacGAP-stimulated Rac1 GTP hydrolysis, ADP Hunter fluorescence; higher % means a stronger effect; GST-tagged Rac1 F28L mutant substrate; Rac GTPase-activating protein 1 (Homo sapiens); 340,000 compounds, 0.6% hits;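 active = first-screen hits whose inhibition reached a set limit at any dose in the follow-up dose series; inconclusive = inhibition above the set first-screen limit but never retested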;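 also: fluorescence reports GDP produced by GAP-driven GTP hydrolysis; strong numbers were not always called active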
SV40 large T antigen: SV40 large T antigen inhibitors, biochemical (AID 1903) | SV40 large T antigen ATPase/helicase inhibition assay; higher % means a stronger effect | one-dose inhibition, % at 20 µM; IC50 in µM for titrated hits | 310,000 compounds, 0.39% hits; in the data active = a potency from the dose series; inconclusive = inhibition mostly from about 32% at the one dose, without a potency; inactive = the rest, 99 in 100 with inhibition below about 32%; also: strong numbers were not always called active
Salmonella PhoP GFP: inhibitors of PhoP regulon expression, primary screen, Salmonella Typhimurium, GFP reporter (AID 1863); S. Typhimurium PhoP-regulated promoter GFP reporter, 4 h; higher % means a stronger effect; one-dose inhibition, % at 50 µM; IC50 in µM for titrated hits; 300,000 compounds, 0.16% hits;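 active = inhibition over 29.93%, a cutoff 3 SD above the screen mean, later confirmed by dose response; inconclusive = inhibition over 29.93% but no dose response follow-up; inactive = inhibition at most 29.93% or unconfirmed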;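 also: 0% = low Mg2+ inducing control and 100% = high Mg2+ repressing control; strong numbers were not always called active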
Dengue-2 NS5 capping: Dengue-2 NS5 methyltransferase inhibitors, primary screen, biochemical, confirmation dose response (AID 588689); Genome polyprotein (Dengue virus type 2 (strain 16681-PDK53)); Dengue-2 NS5 methyltransferase capping enzyme assay, biochemical; higher % means a stronger effect; one-dose inhibition, % at 25 µM; IC50 in µM for titrated hits; 340,000 compounds, 0.3% hits; in the data active = a potency from the dose series; inconclusive = inhibition above about 29% without an active follow-up result
GPR55 LPI antagonism: GPR55 antagonists blocking LPI-driven arrestin recruitment, primary screen, imaging, U2OS, beta-arrestin-GFP, LPI agonist (AID 2013) | G-protein coupled receptor 55 (Homo sapiens) | U2OS GPR55 beta-arrestin-GFP translocation imaging, LPI antagonism; higher % means a stronger effect | inhibition, % at 10 µM, or IC50 in µM where a hit was titrated | 290,000 compounds, 0.13% hits;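 active = spots per cell inhibited over 60%, with over 100 cells counted and total cytoplasm intensity under 500,000; inconclusive = wells with under 100 cells, flagged as likely toxic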;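 also: U2OS cells stably carrying GPR55 and arrestin-GFP stimulated by 5 µM LPI near EC80; imaged beta-arrestin-GFP aggregate spots per cell after agonist stimulation; plate controls were LPI-stimulated DMSO wells for no effect and DMSO wells without LPI for full effect; some results filed as inactive read as strong as hits; confirmed hits need IC50 under 10 µM and bright autofluorescent wells are also inconclusive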
K1F lysis inhibition: inhibition of K1F phage lysis, E. coli UTI89, bacterial capsule biogenesis inhibitors, alamar blue (AID 488966). E. coli UTI89 K1F phage lysis, alamar blue, 2 h; higher % means a stronger effect. inhibition, % at 100 µM, or IC50 in µM where a hit was titrated. 340,000 compounds, 0.02% hits;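 active = phage lysis inhibition, versus mean bacterial control, above a set limit; inconclusive = no clear call, values can overlap the other calls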;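 also: capsule biogenesis inhibitors block K1F phage lysis so surviving cells raise fluorescence; higher fluorescence means more inhibition of phage lysis; actives were called in the ten point dose series up to 300 µM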
HIV fusion peptide: inhibitors of HIV fusion peptide binding, primary screen, biochemical, uHTS, fluorescence dequenching (AID 1986). one-dose inhibition, % at 20 µM; IC50 in µM for titrated hits. cell-free peptide binding, fluorescence dequenching, 30 min; higher % means a stronger effect. 290,000 compounds, 0.3% hits; in the data active = inhibition mostly above about 52%, no sharp cut-off; inactive = mostly below about 76%; also: some results filed as inactive read as strong as hits
Dengue-2 NS5 capping pilot replicate: further read-out of Dengue-2 NS5 capping, marked with its call; inhibition, %; measured here: pilot screen replicate inhibition
* = called active by the depositor; ? = inconclusive; nt = not tested or not shown; [ ] = dose if it differs, or a comment.

SMILES	GPR35 arrestin U2OS	RSV antiviral HEp-2	Rac1 GTP hydrolysis	SV40 large T antigen	Salmonella PhoP GFP	Dengue-2 NS5 capping	GPR55 LPI antagonism	K1F lysis inhibition	HIV fusion peptide	others
CCN(CC)C(=O)CSc1ccc(C(F)(F)F)cc1[N+](=O)[O-]	-11%	0.4%	-3%	10%	-5%	-1%	6%	4.8%	0.4%
CCCCCCN(C(=O)CCCCCN1C(=O)NC(c2ccc(-c3ccccc3)cc2)C(C(=O)OCc2ccccc2)=C1C)C(C(=O)NCCCC)C1CCCCC1 (centres undefined)	-6%	nt	nt	nt	-4%	nt	-2%	nt	-0.6%
O=C1Cc2cc(S(=O)(=O)N3CCN(c4ccccc4)CC3)ccc2N1	10%	0.6%	9%	6%	nt	-6%	19%	2.3%	-0.2%
Cc1cccc(Oc2ccc3c(c2)cc(C(=O)O)n3C)c1	6%	4.2%	6%	19%	-15%	-3%	-5%	0.2%	8.5%
Cc1ccc(-c2nc(-c3cccnc3)sc2CC(=O)O)cc1	-14%	0.8%	11%	10%	-6%	-2%	12%	0.1%	-1.3%
O=C(Nc1ccccc1Oc1cccnc1)C1CCCN(Cc2cccc(Cl)c2)C1 (centres undefined)	0%	-2.0%	12%	0%	13%	0%	-2%	0.5%	-1.2%
O=C1CC(Nc2ccc(N3CCOCC3)cc2)C(=O)N1c1cccc(C(F)(F)F)c1 (centres undefined)	19%	0.6%	8%	28%	5%	27%	16%	1.3%	2.5%
COc1cccc(-c2cc(CC3(O)CCN(CCCc4ccccc4)CC3)on2)c1	18%	1.2%	10%	9%	12%	-5%	10%	0.2%	-2.1%
O=C1N=c2ccc(Br)cc2=C1c1sc(=S)n(NS(=O)(=O)c2ccccc2)c1O	-13%	1.2%	?	?	1%	24µM*	1%	0.2%	24µM*
Cc1nc(SCC(=O)NC2CCCC2)c2c(C)c(C)sc2n1	1%	14%	7%	11%	1%	-6%	-1%	0.5%	1.3%
CN(C(=O)COC(=O)C1CCN(S(=O)(=O)c2ccc3c(c2)OCCO3)CC1)C1CCS(=O)(=O)C1 (centres undefined)	nt	-0.9%	6%	9%	3%	-1%	nt	-0.3%	nt
Cc1ccc(C(NC(=O)N2CCN(C)CC2)C(Cl)Cl)cc1F (centres undefined)	-2%	-1.7%	9%	8%	4%	7%	-1%	0.1%	0.7%
CCOc1ccccc1NC(=O)CSc1nnc(NC(=O)c2ccco2)s1	-11%	2.7%	2%	23%	-6%	-10%	0%	0.0%	0.3%
CCc1c(C)nc(SCC(=O)N2CCCCC2)[nH]c1=O	-3%	0.9%	1%	12%	2%	3%	3%	0.4%	-0.6%	Dengue-2 NS5 capping pilot replicate=-1.8
O=C(COC(=O)c1ccc(S(=O)(=O)N2CCCCC2)cc1)NCc1ccco1	4%	0.1%	5%	10%	-7%	0%	3%	-0.1%	6.5%
Cc1ccc2c(c1)C1CN(C)CCC1N2C(=O)COc1ccc(N(C)S(=O)(=O)c2cccs2)cc1 (centres undefined)	2%	-1.8%	3%	16%	1%	-7%	-4%	0.1%	-1.6%
COc1ccc(/C=C(\C#N)C(=O)OCC(=O)NCc2ccccc2)cc1	-17%	0.8%	2%	9%	2%	0%	-4%	3.1%	0.4%
CC1(C)C2CCC(C2)C1(C)NC(=O)CN1CCN(Cc2ccccc2)CC1 (centres undefined)	-4%	0.8%	32%	0%	2%	-4%	8%	0.4%	1.8%
Cc1ccc(NS(=O)(=O)c2cc([N+](=O)[O-])ccc2NNC(=S)Nc2cccc(Cl)c2)c(C)c1	9%	-1.2%	8%	27%	16%	11%	56%	7.0%	10%
COc1cc(C2Nn3c(nnc3-c3ccccc3OC)S2)ccc1O (centres undefined)	-17%	-0.2%	3%	35%	1%	9%	11%	-0.2%	0.5%
Cc1ccc(O)c(C(=O)/C=C/c2ccc3c(c2)OCCCO3)c1	23%	?	7%	5%	12%	-8%	5%	3.1%	-3.0%
O=C(O)c1cc(N2C(=O)CCC2=O)ccc1Cl	2%	1.9%	11%	-6%	10%	-3%	8%	1.1%	-0.3%
CCC(C)NC(=O)c1cnn2c1NC(c1ccc3c(c1)OCO3)CC2C(F)(F)F (centres undefined)	-10%	-0.2%	8%	14%	-3%	0%	14%	-2.7%	16%
O=S(=O)(Nc1ccc(-c2ccc3nncn3n2)cc1)c1cc(F)ccc1F	nt	-3.0%	17%	10%	-3%	1%	nt	1.5%[50 µM]	nt
COc1ccc(OCC(=O)Sc2ccc(C)cc2)cc1	-14%	3.0%	16%	14%	-10%	-35%	33%	0.2%	0.8%
CCCCCn1c(N2CCOCC2)nc2c1c(=O)n(CC(N)=O)c(=O)n2C	-4%	2.5%	7%	17%	2%	1%	0%	0.0%	22%
O=C1c2ccccc2-c2cccc(NS(=O)(=O)c3ccc(C(F)(F)F)cc3)c21	-5%	13%	7%	4%	2%	7%	16%	0.2%	23%
CCOC(=O)C1(Cc2ccccc2)CCCN(C(=O)C=C(C)C)C1 (centres undefined)	2%	1.2%	10%	6%	2%	-2%	10%	-0.3%	2.6%
CCOC(=O)c1c(-c2ccccc2)nnn1-c1nc(OC)nc(N2CCOCC2)n1	6%	0.5%	7%	-3%	-9%	-5%	20%	0.6%	-0.5%
O=C(NC1CCCCCC1)C(=O)NC1CC1	13%	1.9%	11%	2%	-1%	nt	-5%	1.3%	1.4%
CCCn1c(C2CCCN2c2nc(C)cs2)nc2cc(Cl)c(Cl)cc21 (centres undefined)	12%	-0.4%	4%	8%	0%	-4%	12%	-1.0%	-1.0%
CC(SCC(=O)NC(C)C1CC2CCC1C2)C(=O)O (centres undefined)	10%	-0.3%	4%	1%	-8%	-2%	6%	1.6%[50 µM]	-0.9%
O=C(N/N=C/c1ccccc1C(=O)O)c1cccc(S(=O)(=O)N2CCOCC2)c1	nt	1.9%	1%	nt	nt	2%	nt	0.1%[50 µM]	nt
Cn1c(CCNC(=O)c2ccco2)nc2cc(NC(=O)c3ccco3)ccc21	-7%	2.7%	-2%	8%	-13%	-6%	-7%	0.2%	2.5%
COc1cc(C(=S)N2CCCC2)ccc1OCc1ccc(C)cc1	28%	6.5%	9%	4%	7%	2%	8%	0.0%	-1.1%	Dengue-2 NS5 capping pilot replicate=-3.1
COc1ccccc1N1CCN(C2CC(=O)N(C)C2=O)CC1 (centres undefined)	4%	3.0%	7%	24%	-3%	-1%	6%	0.3%	1.2%
COc1ccc(SCCC(=O)NCc2ccncc2)cc1	-8%	-0.3%	8%	3%	5%	-4%	-1%	0.7%	-0.2%
CCC(=O)Nc1ccccc1C(=O)OCC(=O)c1ccc2ccccc2c1	3%	46%	10%	9%	-2%	-7%	-2%	0.6%	-1.6%	Dengue-2 NS5 capping pilot replicate=-0.3
O=C(O)c1cccc(S(=O)(=O)Nc2ccc(S(=O)(=O)N3CCOCC3)cc2)c1	-6%	0.6%	3%	25%	1%	-2%	10%	0.3%	-1.0%
Cc1ccccc1NC(=S)N(Cc1ccccc1)Cc1cccs1	-11%	-2.4%	-1%	-15%	-8%	-1%	3%	-0.7%	-1.2%
COc1cc2c(cc1NC(=O)CSc1nc3ccc(C)cc3[nH]1)oc1ccccc12	-6%	3.9%	nt	6%	-18%	nt	12%	nt	-1.7%
COc1ccc(C2(O)CCN(Cc3nnnn3Cc3ccc(F)cc3)CC2)cc1	1%	-0.4%	-2%	4%	1%	1%	-9%	2.5%	-0.9%
Cc1cnc(NC(=O)CCc2ccccc2)s1	0%	0.0%	9%	11%	-3%	-5%	-12%	1.6%	2.4%
CSc1nncc(=O)[nH]1	-18%	1.5%	6%	13%	-14%	-2%	5%	0.2%	-1.1%
COc1cccc(NC(=O)N2CCC(NC(=O)C3CCCCC3)CC2)c1	-3%	0.6%	3%	17%	2%	-9%	-2%	0.0%	-0.2%
N#C/C(=C/Nc1ccccc1C(=O)O)C(N)=O	-3%	1.3%	10%	35%	-2%	-2%	0%	0.3%	0.7%
CN(C)CCCNCCCNC(=O)/C(=N\O)c1ccccc1	-3%	0.8%	0%	0%	-10%	-10%	-6%	3.4%	1.7%
Cc1ccc(N2CC(C(=O)Nc3c4c(nn3C(C)(C)C)CS(=O)(=O)C4)CC2=O)cc1C (centres undefined)	5%	2.7%	2%	10%	0%	1%	12%	0.6%[50 µM]	-1.9%
CCCCCNCC(=O)Nc1cc(C(F)(F)F)ccc1OCCOC	-1%	-0.5%	29%	-4%	0%	-5%	16%	0.2%	0.9%
CCCn1c(=O)c2c(nc3n2CCCN3Cc2ccccc2)n(C)c1=O	0%	12%	14%	10%	7%	-6%	1%	-0.1%[50 µM]	0.5%
COC(=O)c1c(C)n(-c2ccc(OC)cc2)c2ccc(O)cc12	-22%	3.4%	16%	19%	-5%	-3%	12%	0.1%	0.6%
Cc1c(NC(=O)/C=C/C(=O)O)cccc1[N+](=O)[O-]	8%	1.7%	3%	3%	3%	-9%	7%	-0.8%	-2.7%
CCOC(=O)Cc1nnc(Nc2cccc(C)c2)c2ccccc12	-3%	2.3%	2%	0%	2%	-2%	-2%	0.1%	0.5%
Cc1ccccc1C(=O)c1cccn1CC(=O)NCc1ccc(Cl)cc1	-3%	-0.2%	5%	3%	-9%	-7%	-12%	-0.4%	0.8%
Cc1ccc(COc2ccc(/C=N/O)cc2)cc1	1%	5.5%	3%	10%	-11%	0%	15%	6.7%	0.6%
CC1CCN(C(=O)CN2C(=O)NC(c3ccccc3)(c3ccccc3)C2=O)CC1	nt	1.4%	2%	nt	nt	2%	nt	0.7%[50 µM]	nt

Not a hit list, and some 1.5% of all compounds hit somewhere here.
